From PubChem
tim10-1 inh = growth inhibitors of tim10-1 mutant yeast, primary screen, luminescence, uHTS. 2.2% of 330,000 active. AID 463190, 2010. inhibition, % at 20 µM. S. cerevisiae tim10-1 ts strain growth, BacTiter-Glo, 24 h;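 active = inhibition of at least 40%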;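 note: mutant grown at 25 °C; 0% = DMSO wells with yeast and 100% = wells holding no yeast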
tim23-1 inh = growth inhibitors of tim23-1 mutant yeast, primary screen, luminescence, uHTS; S. cerevisiae tim23-1 growth, BacTiter-Glo luminescence, 24 h; inhibition, % at 20 µM; 1.3% of 330,000 active; AID 463212, 2010;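 active = growth inhibition of the mutant yeast at or above 50%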;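 note: temperature-sensitive mutant grown at 25 °C; plate controls were DMSO-treated mutant yeast for no effect and medium wells lacking yeast for full effect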
Mdm2-MdmX inh = inhibitors of human Mdm2-MdmX association, primary screen, cell-based, luminescence, split luciferase, SaOS-2, uHTS; Protein Mdm4 (Homo sapiens) + E3 ubiquitin-protein ligase Mdm2 (Homo sapiens), …; SaOS-2 split-luciferase Mdm2/MdmX complementation; inhibition, % at 8 µM; 3% of 330,000 active; AID 485346, 2010;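 active = inhibition of at least 50% at 8 µM in the primary screen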
Target sequence (O15151 whole entry, looked up): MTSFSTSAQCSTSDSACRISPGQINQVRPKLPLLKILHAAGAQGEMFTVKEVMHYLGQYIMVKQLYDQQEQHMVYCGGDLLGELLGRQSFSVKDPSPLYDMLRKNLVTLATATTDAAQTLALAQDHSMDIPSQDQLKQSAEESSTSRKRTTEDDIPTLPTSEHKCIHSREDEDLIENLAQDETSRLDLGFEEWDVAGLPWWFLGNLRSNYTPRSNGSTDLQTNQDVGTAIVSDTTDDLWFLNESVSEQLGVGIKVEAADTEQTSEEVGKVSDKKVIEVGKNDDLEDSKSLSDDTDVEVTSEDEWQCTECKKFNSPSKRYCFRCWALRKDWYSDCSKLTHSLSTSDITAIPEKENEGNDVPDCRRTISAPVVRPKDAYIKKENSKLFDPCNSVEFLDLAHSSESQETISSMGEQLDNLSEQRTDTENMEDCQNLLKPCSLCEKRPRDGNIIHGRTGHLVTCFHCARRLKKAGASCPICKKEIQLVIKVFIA
Target sequence (Q00987 whole entry, looked up): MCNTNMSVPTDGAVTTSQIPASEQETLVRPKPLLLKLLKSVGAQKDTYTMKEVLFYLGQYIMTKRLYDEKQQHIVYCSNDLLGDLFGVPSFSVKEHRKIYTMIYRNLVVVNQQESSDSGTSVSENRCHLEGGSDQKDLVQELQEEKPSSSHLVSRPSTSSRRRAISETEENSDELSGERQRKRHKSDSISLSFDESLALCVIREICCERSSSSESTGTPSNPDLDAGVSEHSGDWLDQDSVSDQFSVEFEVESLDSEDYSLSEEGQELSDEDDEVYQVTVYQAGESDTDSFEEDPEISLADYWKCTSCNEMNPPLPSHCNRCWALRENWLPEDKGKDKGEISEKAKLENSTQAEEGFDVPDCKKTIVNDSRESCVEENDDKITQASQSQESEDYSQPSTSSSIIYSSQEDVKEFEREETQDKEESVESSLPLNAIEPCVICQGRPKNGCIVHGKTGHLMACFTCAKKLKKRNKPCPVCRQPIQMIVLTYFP
APJ agonist = agonists of human apelin receptor APJ, primary screen, CHO-K1 cells, PathHunter beta-arrestin, luminescence; P35414; 0% DMSO wells, 100% apelin; activation, % at 20 µM; 0.11% of 330,000 active;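 active = activation more than six SD over the plate average, tested at 20 µM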;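 note: 0% = DMSO alone and 100% = apelin-13 at 10 nM; some results filed as inactive read as strong as hits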
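Assay system: CHO-K1 cells stably expressing ProLink-tagged human APJ and arrestin–beta-gal acceptor. Compound dosing: 20 µM single point, 1% DMSO. Times: 16-18 h seeding, 90 min dark compound exposure, 60 min detection. Detection: beta-gal luminescence. Evaluation: APJ–arrestin association signal. Controls: negative DMSO alone, positive Apelin-13 at 10 nM.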
UPR XBP1 act = activators of adaptive XBP1 UPR arm, primary screen, cell-based, CHO-XBP1 luciferase reporter, luminescence, uHTS; AID 463104, 2010; 0.33% of 330,000 active; activation, % at 20 µM; IRE1-XBP1 UPR activation; percent of tunicamycin response, DMSO as zero;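 active = versus positive control, 20 µM dose yields 30% or more activation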;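 note: 100% = tunicamycin at 10 µg/mL and 0% = DMSO only wells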
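Material: CHO-XBP1 cells stably carrying IRE1-XBP1-driven luciferase reporter / Amount: 1000 cells per well / Compound: 20 µM, 1% DMSO / Times: 6 h treatment, 37 °C / Detection: luciferase luminescence / Measure: % activation of reporter signal versus tunicamycin and DMSO controls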
NALP3 yeast inh = NALP3 inflammasome inhibitors in reconstituted yeast, primary screen, luminescence, uHTS | AID 2825, 2010 | 0.39% of 330,000 active | inhibition, % at 10 µM | Yeast reconstituted NLRP3/ASC/caspase-1, beta-gal luminescence, 24 h;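 active = inhibition of 50% or more; inactive = inhibition below 50%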;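 note: plate controls were induced DMSO wells for no effect and uninduced yeast grown without galactose for full effect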
CHOP UPR activ = activators of apoptotic CHOP UPR arm, primary screen, cell-based, CHO-CHOP luciferase reporter, luminescence, uHTS | activation, % at 10 µM | AID 449763, 2010 | UPR activation; percent of tunicamycin response over DMSO baseline | 0.34% of 330,000 active;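 active = at 10 µM dose, activation of 40% or more, normalized to positive control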;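 note: 100% = tunicamycin at 10 µg/mL and 0% = DMSO alone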
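Test system: CHO CHOP reporter cells. Input: 500 CHO-CHOP cells per well. Medium: F12 with 10% FBS. Technique: luciferase luminescence. Measure: percent activation relative to tunicamycin control. Dosing: 10 µM compound, 0.5% DMSO. Timing: 16-18 h cell attachment, then 6 h compound exposure, 37 °C.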
TIM10 inh = growth inhibitors of isogenic TIM10 control yeast, primary screen, counter-screen for tim10-1 yeast inhibitor project, luminescence, uHTS; AID 463195, 2010; S. cerevisiae TIM10 strain growth, BacTiter-Glo luminescence, 24 h; 1.4% of 330,000 active; inhibition, % at 10 µM;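 active = inhibition of 40% or more at the single tested concentration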;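 note: wild-type TIM10 isogenic control strain grown at permissive 25 °C; 0% = DMSO yeast wells and 100% = minimal medium wells without yeast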
NR3A LBD binder = binders of NR3A ligand-binding domain, primary screen, biophysical, differential scanning fluorimetry, uHTS. Glutamate receptor ionotropic, NMDA 3A (GRIN3A) ligand-binding domain. NR3A LBD differential scanning fluorimetry, Tm shift; 0% = protein alone, 100% = glycine-bound protein. 2.5% of 340,000 active. AID 1259313, 2017. Tm shift relative to glycine control, % at 25 µM;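 active = melting temperature shift of at least 10% of the positive control shift, at one fixed dose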
* marks the source's active call; other numbers are inactive results. This is a random part of the collection, and some 8.2% of all compounds hit somewhere here.

mol,tim10-1 inh,tim23-1 inh,Mdm2-MdmX inh,APJ agonist,UPR XBP1 act,NALP3 yeast inh,CHOP UPR activ,TIM10 inh,NR3A LBD binder
Cc1ccc(Sc2ccc(/C=C3/C(=O)NN(c4ccccc4)C3=O)o2)cc1,19,13,-1,-4,4,14,44*,11,0
COCCn1c(C)cc(C(=O)COC(=O)c2ccc3c(c2)NC(=O)CS3)c1C,17,22,17,-1,0,1,2.5,7,-4
CC1(C)CCN2CCC(C)(C)c3c(O)ccc1c32,8,16,92*,9,-6,31,3.5,3,-3
CCc1noc(C)c1C(=O)OCC(=O)NC(=O)c1ccccc1,-20,11,13,-5,-5,17,-1.4,-3,0
Cc1c2cnn(CC(=O)NCCN3CCOCC3)c(=O)c2c(C)n1Cc1ccccc1,-9,-6,7,-3,-2,9,-0.3,1,-1
COCCNC(=O)c1ccc(C(=O)NCCOC)s1,35,14,8,2,0,-5,-0.4,-21,0
CC(C)(CNC(=O)c1cc(=O)[nH]c2ccccc12)N1CCOCC1,-8,-9,10,0,-3,8,-1.6,-14,1
CCn1cc(CN2CCN(CC(C)(C)C)C(CCO)C2)c2ccccc21 (stereo not drawn),-3,-8,5,-4,-4,7,-1.6,-5,-2
Cc1cc(C(=O)Nc2ccccc2Cl)c2ccccc2n1,2,0,17,-5,-3,18,-1.3,4,-2
CCCCOC(=O)Nc1nnc(COc2ccccc2)s1,-10,9,-41,-3,1,46,3.6,16,1
CCOC(=O)c1c(-c2ccc(OC)cc2)csc1NC(=O)C1CCCO1 (stereo not drawn),21,19,3,-4,2,24,1.2,21,-1
COC1=CC(=O)[C@@]2([C@@H]1O)[C@@H](Cl)C[C@]13C(OC)=C(OC)C(=O)C[C@]21CCN3C,-10,-6,13,-1,0,13,-1.3,0,-2
O=C(c1cn(-c2ccccc2)nc1-c1ccc(Cl)s1)N1CCOCC1,44*,25,9,-3,0,9,3.1,21,5
CN1CCN(C(=O)c2cc3cc(Cl)ccc3[nH]2)CC1,9,14,-6,-2,-6,21,2.6,-2,2
CC(C)C(=O)Nc1sc2c(c1C(N)=O)CCN(Cc1ccccc1)C2,12,8,-20,0,2,-17,1.7,-1,-2

Another view of 2 compounds above:
CCn1cc(CN2CCN(CC(C)(C)C)C(CCO)C2)c2ccccc21 (stereo not drawn)
  tim10-1 inh: -3 | tim23-1 inh: -8 | Mdm2-MdmX inh: 5 | APJ agonist: -4 | UPR XBP1 act: -4 | NALP3 yeast inh: 7 | CHOP UPR activ: -1.6 | TIM10 inh: -5 | NR3A LBD binder: -2

Cc1cc(C(=O)Nc2ccccc2Cl)c2ccccc2n1
  tim10-1 inh: 2 | tim23-1 inh: 0 | Mdm2-MdmX inh: 17 | APJ agonist: -5 | UPR XBP1 act: -3 | NALP3 yeast inh: 18 | CHOP UPR activ: -1.3 | TIM10 inh: 4 | NR3A LBD binder: -2

Other entries:
mol,tim10-1 inh,tim23-1 inh,Mdm2-MdmX inh,APJ agonist,UPR XBP1 act,NALP3 yeast inh,CHOP UPR activ,TIM10 inh,NR3A LBD binder
O=C(c1cccnc1)c1cccnc1,-4,-9,-17,-2,-1,-1,0.3,6,4
CC(C)(C)C(=O)/C=C/Nc1ccccc1O,-15,-13,37,-5,-1,19,1.5,-25,-5
Nc1nc(CSc2nnnn2-c2ccc(F)c(Cl)c2)nc(N2CCOCC2)n1,20,10,-1,6,1,6,-1.0,11,-1
Cc1cc(C)c2c(n1)sc1c(-c3ccccc3)c(C#N)c(N)nc12,8,-10,37,0,91*,11,27,-7,2
COc1cc(S(=O)(=O)N2CCOCC2)ccc1NC(=O)COc1ccc(N(C)S(=O)(=O)c2ccc(C)cc2)cc1,-7,-9,24,-3,0,10,0.4,7,0
CC(C)n1nnnc1-c1ccc(Cl)cc1,-6,-8,14,-3,-1,3,-0.3,-6,-1
CC1CCN(S(=O)(=O)c2cccc(C(=O)N(C)C3(C)CCS(=O)(=O)C3)c2)CC1 (stereo not drawn),-1,-11,22,-1,-4,-3,-1.2,10,4
CCOc1cc2c(cc1C=O)OC(C)C2 (stereo not drawn),14,47,4,-1,0,37,-2.0,30,-1
COc1cccc(CNC(=O)CCCC(=O)NC(C)CCc2ccccc2)c1 (stereo not drawn),-2,-8,-3,-1,-2,12,-1.2,-3,-1
O=C1C=C(c2cccc3c2sc2ccccc23)C[C@@H](c2ccc(Cl)cc2)C1,4,-3,19,-2,-3,9,-1.5,5,-3
Cc1ccc2cccc(Oc3cnccn3)c2n1,-2,-2,6,4,-2,21,-1.1,-7,-1
O=C(Nc1ccccc1)c1cc(S(=O)(=O)N2CCOCC2)cs1,-12,21,-4,2,-7,10,0.0,-14,1
CSc1nc(N)nc2c1ncn2CC(=O)NCCCN1CCCC1=O,-9,-15,21,-2,-1,3,-0.8,-5,3
CC1(c2ccc(Cl)cc2Cl)OCC(Cn2ccnc2)O1 (stereo not drawn),24,22,27,-3,0,20,-0.3,8,0
C=CCNC(=O)/C(=C\c1ccco1)NC(=O)c1ccco1,8,7,4,-3,-5,14,-0.3,8,1
COc1ccc(-c2c(-c3cc(OC)cc(OC)c3)n(C)c3ccc(-c4ccc(OC)c(F)c4)cc23)cc1,0,-11,17,-3,-2,-3,-1.6,4,-1
Cc1ccc(CNC(=O)COC(=O)c2ccc(S(=O)(=O)N(C)C)cc2)cc1,3,0,-25,-2,-3,13,1.7,-13,-1
CC(C)c1ccc(NC(=O)C2=NNC(=O)CC2)cc1,-20,-10,-69,1,-2,12,3.6,12,-1
O=C1CN(C(=O)COC(=O)c2ccc([N+](=O)[O-])s2)c2ccccc2N1,3,24,30,3,4,11,3.7,4,5
COc1ccc(CN(C)S(=O)(=O)c2nnc(NC(=O)c3ccccc3OC)s2)cc1OC,10,0,15,0,-4,0,-0.6,7,-17
CCOC(=O)CCC(=O)Nc1cccc([N+](=O)[O-])c1,14,7,17,-5,-2,4,0.9,4,2
O=C(CNc1cccc(S(=O)(=O)N2CCOCC2)c1)N1CCc2ccccc21,8,9,-1,-4,3,4,2.2,-8,-1
O=C(Nc1nc(-c2ccccc2)c(-c2ccccc2)s1)c1ccc(S(=O)(=O)N2CCCC2)cc1,18,2,59*,-5,0,9,2.8,21,2
Cc1cc(NC(=O)c2ccc(Cn3cc([N+](=O)[O-])cn3)o2)no1,7,-3,-11,-6,-4,-10,-1.0,10,-1
Cc1ccc(S(=O)(=O)N(C)c2ccc(C(=O)NCC(c3cccs3)N3CCOCC3)cc2)cc1 (stereo not drawn),13,1,22,2,-3,-6,-0.1,7,3
Cc1c(/C(O)=C2/C(=O)C(=O)N(CCN3CCOCC3)C2c2cccs2)cnn1-c1ccccc1 (stereo not drawn),-2,5,25,-4,-2,1,-2.0,-18,0
CCN(CC)S(=O)(=O)c1ccc(N/N=C/c2ccc(O)cc2O)nc1,-7,14,65*,5,3,11,-2.4,4,24*
Cc1nonc1CN(C)C(=O)CC1C(=O)NCCN1Cc1ccccc1F (stereo not drawn),-16,2,12,2,-4,14,0.9,-6,11*
CCOc1ccc(C(=O)NC2C(=O)N3C(C(=O)O)=C(COC(C)=O)CSC23)cc1OCC (stereo not drawn),-2,-9,-2,17,5,7,-0.7,9,2
COc1ccc(C(CNC(=O)C2CC2)N(C)C)cc1 (stereo not drawn),6,3,17,-1,-6,17,2.0,-5,-1

Overlap with the part before: 2 compounds; new compounds follow.
mol,tim10-1 inh,tim23-1 inh,Mdm2-MdmX inh,APJ agonist,UPR XBP1 act,NALP3 yeast inh,CHOP UPR activ,TIM10 inh,NR3A LBD binder
CCOc1ccc(C(=O)NC2C(=O)N3C(C(=O)O)=C(COC(C)=O)CSC23)cc1OCC (stereo not drawn),-2,-9,-2,17,5,7,-0.7,9,2
COc1ccc(C(CNC(=O)C2CC2)N(C)C)cc1 (stereo not drawn),6,3,17,-1,-6,17,2.0,-5,-1
O=C(NC(=S)NNC(=O)c1ccc(Cl)cc1Cl)c1cccnc1,16,25,12,3,-3,26,-0.8,4,-2
COc1ccccc1N1CCN(S(=O)(=O)CCNC(=O)C2CCCC2)CC1,2,2,-1,-3,-2,-2,-2.5,-6,-1
CCOc1ccc(Cc2nnc(SCC(=O)Nc3c(C)cccc3C)[nH]c2=O)cc1,12,20,26,2,-2,12,0.4,-3,1
CC1CCN(C(=O)c2ccc(NC(=O)C3CCCO3)cc2)CC1 (stereo not drawn),1,4,-17,-5,0,7,0.2,-17,-2
Cc1nc2ccccc2nc1NS(=O)(=O)c1ccc(N)cc1,22,-1,-10,-3,12,6,-1.4,-6,5
COC(=O)c1c(NC(=O)CC2SC(N)=NC2=O)sc2c1CCCC2 (stereo not drawn),3,12,29,-4,0,-2,0.0,4,-2
COc1cc(OC)nc(NC(=O)CCl)n1,6,9,-16,-5,0,-2,0.0,-6,0
CCOCCCNC(=O)c1ccccc1OC1CCN(S(C)(=O)=O)CC1,27,6,-6,-3,3,14,0.3,1,-1
O=C(CSc1ccc(C(F)(F)F)cc1[N+](=O)[O-])Nc1ccccc1,-7,0,-9,0,-1,20,-0.2,-21,-2
CC[n+]1c(/C=C/N(C)c2ccccc2)oc2ccc(Cl)cc21,14,22,29,5,-1,16,1.4,6,-2
